APE1 inh – APE1 (human) endonuclease inhibition. 0.35% of 350,000 active. P27695. Potency, µM (top dose mostly 65.8 µM), inactives show at the highest dose activity change, negative = inhibition, hits mostly inhibitors. recombinant APE1, TAMRA/BHQ-2 abasic DNA cleavage fluorescence;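 also: plate controls were vehicle for no effect and reference inhibitor for full effect; nearly all actives have a fitted effect of over 55% in size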
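APE1 at 0.75 nM final was preincubated with compound 15 min at room temperature, then 50 nM double-stranded THF abasic-site substrate (5'-TAMRA/3'-BHQ-2) was added. Fluorescence (ex 525/em 598 nm) was read kinetically; third-minus-first read gave activity.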
POLH inh – DNA polymerase eta (human) inhibition; Q9Y253; recombinant Pol eta, fluorescent DNA replication assay; Potency, µM (doses to about 114 µM), for the others: at the top dose activity change, negative = inhibition, actives largely listed as inhibitors; 1.2% of 390,000 active; also: % is scaled to controls: 0 for no effect and ±100 for the full control effect
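Pol eta (10 nM) was preincubated with compounds for 15 min at room temperature, after which fluorescent replication substrate (50 nM final) was added to start the reaction. Fluorescence was read kinetically at 0 and 10 min.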
BAZ2B block – BAZ2B (human) inhibition. Q9UIF8. AlphaScreen BAZ2B-H3K14Ac peptide displacement. Potency, µM (doses to about 114 µM), without a hit: top-dose activity change, negative = inhibition, hits mostly inhibitors. 4.4% of 360,000 active; also: % is scaled to controls: 0 for no effect and ±100 for the full control effect; nearly all actives have a fitted effect of over 60% in size
Target sequence (Q9UIF8 whole entry, looked up): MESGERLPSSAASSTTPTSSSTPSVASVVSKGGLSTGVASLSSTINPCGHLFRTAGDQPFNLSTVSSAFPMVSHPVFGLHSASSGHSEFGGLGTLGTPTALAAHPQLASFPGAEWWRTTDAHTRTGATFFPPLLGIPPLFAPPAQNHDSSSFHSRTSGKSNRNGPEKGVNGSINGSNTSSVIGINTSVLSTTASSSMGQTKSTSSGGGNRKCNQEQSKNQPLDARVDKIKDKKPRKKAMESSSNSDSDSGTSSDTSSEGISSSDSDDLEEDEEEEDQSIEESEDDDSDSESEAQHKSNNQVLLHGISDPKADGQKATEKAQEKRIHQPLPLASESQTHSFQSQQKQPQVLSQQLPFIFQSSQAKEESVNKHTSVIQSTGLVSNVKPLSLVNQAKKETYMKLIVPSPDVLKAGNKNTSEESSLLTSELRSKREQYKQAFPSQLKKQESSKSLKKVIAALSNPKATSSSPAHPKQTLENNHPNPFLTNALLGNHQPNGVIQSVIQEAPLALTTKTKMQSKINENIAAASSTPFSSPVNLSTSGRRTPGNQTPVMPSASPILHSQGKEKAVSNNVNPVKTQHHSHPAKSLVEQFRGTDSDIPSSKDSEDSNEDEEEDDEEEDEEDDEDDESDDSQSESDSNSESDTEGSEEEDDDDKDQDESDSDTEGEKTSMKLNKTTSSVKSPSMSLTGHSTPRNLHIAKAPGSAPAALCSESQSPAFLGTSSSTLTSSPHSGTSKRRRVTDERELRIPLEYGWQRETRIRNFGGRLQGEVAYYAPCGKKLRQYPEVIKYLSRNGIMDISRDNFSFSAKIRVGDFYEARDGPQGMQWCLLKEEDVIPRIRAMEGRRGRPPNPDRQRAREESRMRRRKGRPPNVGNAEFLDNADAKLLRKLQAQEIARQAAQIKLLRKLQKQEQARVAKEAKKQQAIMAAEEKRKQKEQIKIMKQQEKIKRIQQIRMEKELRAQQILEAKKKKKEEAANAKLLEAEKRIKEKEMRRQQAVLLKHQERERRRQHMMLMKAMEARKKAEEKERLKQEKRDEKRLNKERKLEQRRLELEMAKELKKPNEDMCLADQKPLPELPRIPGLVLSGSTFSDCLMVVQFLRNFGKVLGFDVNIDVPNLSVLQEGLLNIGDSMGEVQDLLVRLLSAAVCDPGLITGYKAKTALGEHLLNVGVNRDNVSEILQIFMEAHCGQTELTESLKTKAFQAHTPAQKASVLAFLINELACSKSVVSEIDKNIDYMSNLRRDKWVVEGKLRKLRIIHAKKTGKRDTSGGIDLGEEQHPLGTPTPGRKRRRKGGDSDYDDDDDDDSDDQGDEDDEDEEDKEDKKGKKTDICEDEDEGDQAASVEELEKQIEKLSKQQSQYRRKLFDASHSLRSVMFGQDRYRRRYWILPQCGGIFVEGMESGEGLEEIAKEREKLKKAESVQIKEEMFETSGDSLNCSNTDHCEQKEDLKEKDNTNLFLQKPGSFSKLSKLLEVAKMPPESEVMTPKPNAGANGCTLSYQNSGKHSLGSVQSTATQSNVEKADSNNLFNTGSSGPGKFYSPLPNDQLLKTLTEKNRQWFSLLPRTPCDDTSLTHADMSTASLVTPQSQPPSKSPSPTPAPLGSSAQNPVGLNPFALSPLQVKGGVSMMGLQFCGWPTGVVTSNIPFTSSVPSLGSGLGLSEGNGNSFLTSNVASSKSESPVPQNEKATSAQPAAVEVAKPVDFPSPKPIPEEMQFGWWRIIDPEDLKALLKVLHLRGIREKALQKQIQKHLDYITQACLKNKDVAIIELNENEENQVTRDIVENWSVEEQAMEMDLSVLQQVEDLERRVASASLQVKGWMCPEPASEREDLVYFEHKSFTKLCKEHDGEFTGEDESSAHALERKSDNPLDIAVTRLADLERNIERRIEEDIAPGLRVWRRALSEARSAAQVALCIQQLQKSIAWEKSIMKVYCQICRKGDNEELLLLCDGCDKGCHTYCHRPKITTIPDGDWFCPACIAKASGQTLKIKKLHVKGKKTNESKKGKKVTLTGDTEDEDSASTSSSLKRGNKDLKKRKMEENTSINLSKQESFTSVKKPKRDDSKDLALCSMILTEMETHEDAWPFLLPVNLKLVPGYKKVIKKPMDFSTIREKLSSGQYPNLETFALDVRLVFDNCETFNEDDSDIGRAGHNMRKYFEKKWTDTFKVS
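In this displacement format the biotinylated H3(5-23) peptide acetylated at Lys14 serves as ligand at 50 nM, with BAZ2B at 50 nM in PBS pH 7.4 containing 0.01% Tween-20. Donor and acceptor beads are 10 ug/mL final.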
Anesthetic bind – binds horse apoferritin like a general anesthetic; Potency, µM (titrated, usually from 77.5 µM), for the others: top-dose activity change, negative = displacement, hits mostly inhibitors; AID 485281; P02791; apoferritin/1-aminoanthracene competitive binding, fluorescence; 0.074% of 350,000 active; also: % is scaled to controls: 0 for no effect and ±100 for the full control effect; nearly all actives have a fitted effect of over 20% in size
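In PBS, apoferritin at 10 uM is loaded with 1-AMA from a 50% saturated solution. After 10 min of compound exposure at ambient temperature, reduced 535 nm fluorescence indicates probe displacement.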
POLI inh – blocks human DNA polymerase iota activity | Potency, µM (doses to about 115 µM), inactives show at the highest dose activity, negative = inhibition, hits mostly inhibitors | 1% of 390,000 active | Q9UNA4 | AID 588590 | Pol iota fluorescent replication assay, 10 min
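Fluorescent replication assay read twice, at 0 min and 10 min after adding 50 nM (final) substrate. Enzyme (10 nM) and compounds were first incubated 15 min at room temperature; enzyme-free buffer wells were negative controls.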
Pol kappa inh – inhibitors of human DNA polymerase kappa; Q9UBT6; purified Pol kappa, fluorescent DNA synthesis assay, 10 min; Potency, µM (doses to about 107 µM), for inactives: top-dose activity, negative = inhibition, usual class: inhibitors; 0.53% of 400,000 active; also: % is scaled to controls: 0 for no effect and ±100 for the full control effect
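10 nM Pol kappa preincubated 15 min at room temperature with compounds, then reaction started with substrate at 50 nM final. Fluorescence read kinetically at 0 and 10 min; buffer-only wells served as negative control.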
BLM inh – inhibitors of human Bloom syndrome helicase BLM; recombinant BLM DNA unwinding, fluorescence dequenching; Potency, µM (highest dose often 56.1 µM), for the others: at the top dose activity change, negative = inhibition, usual class: inhibitors; 0.2% of 350,000 active; P54132;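 also: plate controls were vehicle for no effect and no enzyme for full effect; nearly all actives have a fitted effect of over 35% in size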
G9a block – inhibitors of human histone lysine methyltransferase G9a. 8.8% of 350,000 active. G9a H3K9 monomethylation, AlphaScreen, 2 h. Q96KQ7. Potency, µM (doses to about 102 µM), for the others: at the highest dose activity, negative = inhibition, actives largely listed as inhibitors. AID 504332; also: % is scaled to controls: 0 for no effect and ±100 for the full control effect; nearly all actives have a fitted effect of over 75% in size
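Compounds were preincubated with 20 nM G9a for 15 min, after which biotinylated H3K9 peptide (500 nM) and SAM (20 uM) started a 2 h room-temperature reaction. Monomethylated product was quantified by antibody-based AlphaScreen chemiluminescence.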
Pol beta inh – blocks human DNA polymerase beta activity; Pol beta primer extension/strand displacement, fluorescence kinetic; 1.3% of 340,000 active; Potency, µM (highest dose often 114 µM), without a hit: at the highest dose activity change, negative = inhibition, usual class: inhibitors; P06746; also: % is scaled to controls: 0 for no effect and ±100 for the full control effect
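Values derive from four-parameter Hill fits of normalized kinetic data: reads at 0 and 10 min following addition of 50 nM substrate to 10 nM Pol beta preincubated 15 min with compound.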
* marks the source's active call; other numbers are inactive results; ? = inconclusive; nt = not tested or not shown; [ ] = remark or other dose. Calls follow the shape of the dose curve; as a rule, active = well fitted curve in the direction sought with a large enough effect; inconclusive = small, poorly fitted or top-dose-only effect, or another doubt; inactive = no such curve, though single readings can be large; an effect the other way counts as inactive or inconclusive. Potency is read from the fitted curve at half-maximal effect. A portion of the library (hit frequency here may not be typical).

Values in the order: APE1 inh, POLH inh, BAZ2B block, Anesthetic bind, POLI inh, Pol kappa inh, BLM inh, G9a block, Pol beta inh
O=C(C1CCCN(S(=O)(=O)c2ccccc2[N+](=O)[O-])C1)N1CCN(c2ccccc2)CC1 (stereo unspecified)
  23%, -13%, -39%, 2%, 33%[activator], -7%, 3%, -30%[59 µM], 1%
Cn1cccc1C(=O)NC(=O)COC(=O)CNS(=O)(=O)c1ccc(Br)cc1
  3%, ?, -5%, -14%, ?, -5%, -12%, ?, 6%
Cc1ccc(NC(=O)CN(C)C(=O)c2cc(C)on2)cc1
  23%, -20%, 4%, nt, 15%, 1%, nt, -9%[59 µM], nt
COC(=O)C1=C(Nc2ccc(C)cc2)C=C(C)C(C(=O)OC)C1c1ccc(F)cc1 (stereo unspecified)
  ?, -9%, 17%, -6%, 7%, -6%, -11%, -8%[59 µM], -2%
COc1ccc(C(=O)NC(=S)Nc2ccc(S(=O)(=O)Nc3cc(C)on3)cc2)cc1OC
  0%, -9%, -19%, 0%, 23%, -4%, -2%, 4%[59 µM], 33%[activator]
C[C@@H]1CN([C@H](C)CO)C(=O)c2cc(NC(=O)C3CCCCC3)ccc2O[C@@H]1CN(C)Cc1ccncc1
  17%, -7%, nt, nt, -6%, 12%, nt, nt, nt
CN(CC(=O)Nc1ccc(Cl)c(C(F)(F)F)c1)C(=O)CCc1nc2ccccc2c(=O)[nH]1
  14%, -14%, -1%, nt, -8%, 0%, nt, -12%[12.7 µM], nt
CCCn1nc(C(=O)Nc2ccc3nc(C)sc3c2)c2ccccc2c1=O
  7%, -15%, -34%, -6%, 26%, -19%, 3%, 13%[59 µM], -19%
COCc1nnc(NS(=O)(=O)c2ccc(NC(C)=O)cc2)s1
  2%, -16%, ?, -5%, -11%, -4%, 1%, ?, 0%
COc1ccc(N2CCN(C(=O)COC(=O)COc3ccc(C#N)cc3)CC2)cc1
  0%, -7%, 3%, nt, 5%, -1%, nt, -5%[2.33 µM], nt
CCOCCCn1c(SCC(=O)Nc2ccccc2OC)nc2ccccc2c1=O
  -12%, -2%, 10%, -6%, -10%, -9%, -3%, 0%, 0%
Cc1cccc(NC(=S)NC2CCCCC2)n1
  -4%, -9%, -27%, -10%, 69%[activator], -1%, -7%, 0.89µM*, 0%
CN1CCC(=NOc2ccc([N+](=O)[O-])cc2)CC1
  19%, 11%, 96%[activator], -5%, 34%[activator], 5%, -2%, nt, 37%[activator]
COc1cccc(N2CCN(c3cnc4ccccc4n3)CC2)c1
  -4%, -24%, 14%, -10%, 0%, -5%, -7%, 74%[activator], 1%
Cn1c(N)c(C(=O)COC(=O)c2ccc(Br)o2)c(=O)n(C)c1=O
  ?, -3%, -4%, -13%, 28%, -11%, -2%, 8%, 0%
C/C=C1\C2C=C(C)C[C@@]1(N)c1ccc(=O)[nH]c1C2
  3%, nt, nt, -1%, nt, -9%[60.1 µM], -3%, -12%[2.33 µM], nt
CC(C)OCCCNC(=O)[C@H]1N2C(=O)c3ccccc3C2SC1(C)C (stereo partly specified)
  34%, -9%, -12%, 2%, 115%[activator], -14%, -1%, -9%, -23%
Cc1ccccc1OC(C)C(=O)Nc1ccc(S(=O)(=O)Nc2nccs2)cc1 (stereo unspecified)
  40%, -10%, -24%, -10%, -13%, -2%, -3%, 50µM*, 24%
Cc1ccccc1NC(=O)C1CCCN1S(=O)(=O)c1cccc2cccnc12 (stereo unspecified)
  0%, -18%, 10%, -9%, 5%, -5%, -4%, 8%, -3%
CCc1nc(C)cn1S(=O)(=O)c1ccc(Cl)c(Cl)c1Cl
  -2%, -3%, -6%, -17%, -1%, -1%, -2%, -10%[59 µM], -3%

Profiles, looked up by structure.
Cc1ccccc1OC(C)C(=O)Nc1ccc(S(=O)(=O)Nc2nccs2)cc1 (stereo unspecified) across the screens: APE1 inh = 40%; POLH inh = -10%; BAZ2B block = -24%; Anesthetic bind = -10%; POLI inh = -13%; Pol kappa inh = -2%; BLM inh = -3%; G9a block = 50µM*; Pol beta inh = 24%
COc1ccc(N2CCN(C(=O)COC(=O)COc3ccc(C#N)cc3)CC2)cc1 across the screens: APE1 inh = 0%; POLH inh = -7%; BAZ2B block = 3%; Anesthetic bind = nt; POLI inh = 5%; Pol kappa inh = -1%; BLM inh = nt; G9a block = -5%[2.33 µM]; Pol beta inh = nt

Continued.
Values in the order: APE1 inh, POLH inh, BAZ2B block, Anesthetic bind, POLI inh, Pol kappa inh, BLM inh, G9a block, Pol beta inh
Cc1ccc(-c2ccc(/C=N/N3C(=O)C4C5C=CC(CC5)C4C3=O)o2)c([N+](=O)[O-])c1 (stereo unspecified)
  -5%, -6%, ?, ?, 11%, -15%, -8%, 45µM*, 5%
O=C(c1cnn2c(C(F)(F)F)cc(-c3ccccc3)nc12)N1CCOCC1
  2%, 7%, -4%, -5%, -5%, -5%, 2%, 9%, 15%
CC1CCN(S(=O)(=O)c2ccc3nc(NCc4ccc(N(C)C)cc4)ccc3c2)CC1
  nt, -9%, 35µM*, 147%[activator], -1%, -12%, -10%, 10µM*, -26%
O=C(O)C1CCN(C(=O)OCc2ccccc2)CC1
  -4%, 12%, 2%, -3%, 7%, 2%, 0%, -28%[59 µM], 6%
CCOC(=O)C(=CNc1ccc2c(c1)CCN2C(C)=O)C(=O)OCC
  -4%, 7%, 3%, -9%, ?, -6%, -3%, 5%, 31%
Cc1ccc(N2CCN(C(=O)C3CCN(S(=O)(=O)c4ccc5c(c4)oc(=O)n5C)CC3)CC2C)cc1 (stereo unspecified)
  nt, -8%, -16%, 52%, -72%, ?, -1%, -37%[59 µM], 29%
CCCNC(=O)c1oc2ccc3c(c2c1C)C(=O)CC(C)(C)O3
  -3%, ?, -11%, -11%, 0%, -16%, 0%, 10%[59 µM], -8%
COc1ccc(CN2CN(S(=O)(=O)c3ccccc3)c3nc4ccccc4nc32)cc1
  -1%, -18%, -38%, -8%, -5%, -4%, -10%, -23%, -27%
CCOc1ccc(OCCC(=O)NNC(=O)c2cc(OC)c(OC)c(OC)c2)cc1
  28%, ?, -21%, nt, 8%, -8%, nt, 79µM*, nt
CC1CN(C(=O)N2CCC(C(=O)NCCCc3ccccc3)CC2)c2ccccc2O1 (stereo unspecified)
  nt, -14%, -3%, -3%, 27%, -4%, 2%, -5%[59 µM], 2%
Cc1ccc(C(=O)Oc2c(S(=O)(=O)c3ccccc3)c(C)nn2-c2ccccc2)cc1
  nt, -16%, ?, 0%, 9%, 0%, -5%, ?, ?
CCOc1ccc2c(c1)C(c1ccc(C)o1)=NNC(c1ccncc1)=N2
  -9%, -15%, ?, ?, 52%[activator], -18%, -1%, -39%, 24%
Cc1cc(C(=O)NC2CCCc3c2cnn3-c2ccc(C(C)(C)C)cc2)n[nH]1 (stereo unspecified)
  2%, -11%, 0%, -15%, -5%, -11%, 0%, 6%, -3%
Cc1c(CNCC(C)c2ccccc2)c(C(=O)O)c(C)n1Cc1ccccc1 (stereo unspecified)
  ?, -2%, 1%, 3%, 36%[activator], -18%, 1%, ?, -22%
CCOC(=O)Cn1c(S(=O)(=O)Cc2cccc(F)c2)nc(-c2ccccc2)c1-c1ccccc1
  -3%, -22%, -14%, 23%, 12%, -18%, -1%, ?, -11%
CCN(C(=O)COC(=O)c1c(-c2ccccc2)noc1C)c1c(N)n(Cc2ccccc2)c(=O)[nH]c1=O
  37%, -20%, -13%, -11%, 13%, -4%, 1%, 28%, -14%
COc1ccc2cc3c(N)c(C(=O)N4CCCC4)sc3nc2c1
  -3%, -14%, ?, -7%, ?, -17%, 0%, ?, -29%
O=C(CN1CCN(C(=O)c2ccco2)CC1)Nc1cc(C(F)(F)F)ccc1Cl
  -18%, -8%, -2%, -6%, -15%, 1%, -3%, -22%, 23%
Cc1ccc(CCNC(=O)c2ccc(Nc3nc4ccccc4n4nnnc34)cc2)cc1
  nt, -4%, 3%, 1%, -9%, 3%, 1%, 11%[59 µM], 11%
COc1ccccc1NC(=O)c1ccc(CSc2ncccn2)cc1
  0%, nt, 3%, -15%, nt, nt, -5%, 20%, 21%
CN(CC(=O)Nc1ccc(F)cc1)CC(=O)N1CCCCCC1
  3%, -4%, -5%, nt, 21%, 10%, nt, -80%[12.7 µM], nt
CC1(C)OC2C(O1)[C@@H](CO)O[C@H]2n1cnc2c(N)ncnc21 (stereo partly specified)
  1%, -12%, 0%, -10%, 24%, -3%, 1%, 3%, 25%
Cc1ccc(-c2nc(CS(=O)(=O)CC(=O)Nc3cc(C)ccc3C)c(C)o2)cc1
  nt, -1%, -24%, 42%[activator], -13%, -5%, -11%, -34%[59 µM], ?
Cc1cccc(-n2c(O)c(C=NCCCN3CCOCC3)c3ccccc3c2=O)c1
  -5%, -15%, 0%, -6%, 16%, -9%, 7%, -25%[59 µM], 7%
Nc1nnc(SCc2ccccc2)n1-c1ccccc1
  -1%, -6%, -18%, -11%, 13%, -19%, -2%, -31%[59 µM], -1%

Given as labelled records: three of the compounds above
Nc1nnc(SCc2ccccc2)n1-c1ccccc1
- APE1 inh: -1%
- POLH inh: -6%
- BAZ2B block: -18%
- Anesthetic bind: -11%
- POLI inh: 13%
- Pol kappa inh: -19%
- BLM inh: -2%
- G9a block: -31%[59 µM]
- Pol beta inh: -1%

Cc1cccc(-n2c(O)c(C=NCCCN3CCOCC3)c3ccccc3c2=O)c1
- APE1 inh: -5%
- POLH inh: -15%
- BAZ2B block: 0%
- Anesthetic bind: -6%
- POLI inh: 16%
- Pol kappa inh: -9%
- BLM inh: 7%
- G9a block: -25%[59 µM]
- Pol beta inh: 7%

Cc1ccc(-c2nc(CS(=O)(=O)CC(=O)Nc3cc(C)ccc3C)c(C)o2)cc1
- APE1 inh: nt
- POLH inh: -1%
- BAZ2B block: -24%
- Anesthetic bind: 42%[activator]
- POLI inh: -13%
- Pol kappa inh: -5%
- BLM inh: -11%
- G9a block: -34%[59 µM]
- Pol beta inh: ?
